# DNMT1 block: DNMT1 (human) enzyme inhibition. P26358. DNMT1 molecular beacon, Hinp1I cleavage, fluorescence. inhibition (reported as % activation of signal), % at 10 µM. 360,000 compounds, 0.83% hits. AID 588458; in the data active = inhibition above about 50%
# Target sequence (P26358 504-1616 limits assumed): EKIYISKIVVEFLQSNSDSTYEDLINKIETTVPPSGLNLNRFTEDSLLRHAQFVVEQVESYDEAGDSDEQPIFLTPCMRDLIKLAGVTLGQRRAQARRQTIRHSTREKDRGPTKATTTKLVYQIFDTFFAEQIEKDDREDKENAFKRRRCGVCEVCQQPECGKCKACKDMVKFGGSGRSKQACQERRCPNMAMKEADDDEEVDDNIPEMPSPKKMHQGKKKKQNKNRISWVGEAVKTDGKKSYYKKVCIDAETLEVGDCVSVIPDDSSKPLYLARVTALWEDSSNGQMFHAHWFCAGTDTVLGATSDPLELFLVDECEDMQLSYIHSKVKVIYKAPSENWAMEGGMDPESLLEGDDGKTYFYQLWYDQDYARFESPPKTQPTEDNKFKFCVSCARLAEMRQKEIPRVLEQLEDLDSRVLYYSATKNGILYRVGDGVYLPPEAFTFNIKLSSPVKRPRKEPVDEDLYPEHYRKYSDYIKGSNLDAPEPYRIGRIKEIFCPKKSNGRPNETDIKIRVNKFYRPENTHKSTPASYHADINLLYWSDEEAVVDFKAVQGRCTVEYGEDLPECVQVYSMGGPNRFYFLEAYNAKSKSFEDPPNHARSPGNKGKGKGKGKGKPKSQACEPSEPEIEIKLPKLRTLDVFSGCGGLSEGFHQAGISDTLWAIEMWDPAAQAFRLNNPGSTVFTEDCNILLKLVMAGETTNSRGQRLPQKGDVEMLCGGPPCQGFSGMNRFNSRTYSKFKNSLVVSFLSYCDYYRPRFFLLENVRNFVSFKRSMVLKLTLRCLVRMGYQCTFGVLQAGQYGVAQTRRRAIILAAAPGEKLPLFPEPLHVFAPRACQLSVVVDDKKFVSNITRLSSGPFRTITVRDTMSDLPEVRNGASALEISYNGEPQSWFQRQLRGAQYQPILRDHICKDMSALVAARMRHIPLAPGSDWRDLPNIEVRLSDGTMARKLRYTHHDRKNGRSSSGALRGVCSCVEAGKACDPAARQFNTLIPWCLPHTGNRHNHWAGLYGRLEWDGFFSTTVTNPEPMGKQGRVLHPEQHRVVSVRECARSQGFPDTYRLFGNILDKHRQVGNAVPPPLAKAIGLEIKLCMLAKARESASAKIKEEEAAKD
# MT1-MMP act inh: blocks activation of human MT1-MMP | HT1080 RFP-PRO-GFP cells, GFP/RFP ratio fluorescence, overnight; percent of plate control window, DMSO zero | GFP/RFP ratio change, % at 20 µM | 360,000 compounds, 0.061% hits | AID 651647;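 active = GFP/RFP ratio change of at least 30% with cell ATP level not reduced by more than half and red fluorescence within 50% of control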; also: strong numbers were not always called active
#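 system = RFP-PRO-GFP reporter HT1080 cells | dosing = 20 µM single dose, 1% DMSO | timing = overnight cell settling, then overnight compound exposure, 37 °C, 5% CO2 | read-out basis = GFP/RFP fluorescence ratio | controls = DMSO and RFP-L50D-GFP cell wells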
# SUMO1 PPI mod: SUMO1-SIM interaction modulation; P63165; SUMO1 binding to a labelled peptide, TR-FRET, 1 h; inhibition, % at 20 µM; 360,000 compounds, 0.33% hits; in the data active = inhibition above about 37%
# NadD block: NadD (S. aureus) enzyme inhibition. inhibition, % at 20 µM. purified NadD enzyme, colorimetric absorbance read-out. 360,000 compounds, 0.78% hits; in the data active = inhibition above about 26%; also: some compounds past the cut are filed as inactive
# Scp1 inh: inhibitors of human Scp-1 phosphatase. Recombinant Scp1, phosphopeptide, malachite green phosphate absorbance. inhibition, % at 20 µM. 340,000 compounds, 0.88% hits;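 active = inhibition above about 50% at 20 µM, limit read from the data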;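 also: plate controls were DMSO wells with enzyme for no effect and wells lacking enzyme for full effect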
#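 Test system: SCP-1 phosphatase catalytic domain, residues 76-261; measured by: colorimetric phosphate reagent with accelerator and stabiliser, absorbance at 630 nm; timing: enzyme reaction 45 min at room temperature, colour 5 min, stabilisation 30 min; also added: Phosphorylated 17-residue peptide substrate; compound dosing: one concentration, 20 µM, with 1.0% DMSO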
# NRP1-CendR mod: NRP-1/CendR interaction modulation; O14786; 360,000 compounds, 0.85% hits; FAM-RPARPAR peptide binding to NRP-1, fluorescence polarization; inhibition, % at 25 µM;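 active = inhibition or corrected inhibition above about 18%, plus a signal ratio from 0.5 to 1.5, limit read from the data, passing the limit was not always enough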; also: strong numbers were not always called active
# LMPTP inh: LMPTP (human) inhibition. 360,000 compounds, 0.22% hits. P24666. inhibition, % at 20 µM. AID 651560. recombinant LMPTP-A, OMFP fluorogenic substrate, fluorescence intensity;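 active = compounds that cut the enzyme signal by at least half of the control window in the single-dose screen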;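 also: plate controls were DMSO wells with enzyme plus substrate for no effect and substrate without enzyme for full effect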
#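 Buffer or medium: Bis-Tris pH 6.0, DTT, detergent; Assay system: LMPTP-A enzyme; Quantity: 0.625 nM enzyme; Detection: endpoint fluorescence intensity; Times: 50 min dark incubation at room temperature; Controls: substrate-only low control, DMSO enzyme-plus-substrate high control; Doses: single 20 µM dose; Read-out: percent inhibition versus substrate-only and uninhibited controls; Reagent: 400 µM OMFP.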
# Rpn11 block: blocks the human proteasome subunit Rpn11; O00487; human 26S proteasome, Ub4-pepOG fluorescence polarization; 20S core pre-blocked with epoxomicin; calls only at 20 µM; 360,000 compounds, 0.59% hits; AID 588493;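 active = inhibition at 20 µM, scaled to each plate's controls, above about 33%, limit read from the data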
# STEP block: inhibitors of human striatal-enriched phosphatase STEP; P54829; recombinant STEP, OMFP fluorogenic substrate, fluorescence; inhibition, % at 20 µM; 360,000 compounds, 0.25% hits; AID 588621;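 active = inhibition at 20 µM, scaled per plate between control wells, above about 37%, limit read from the data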;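 also: 0% = DMSO with enzyme and substrate and 100% = substrate only without enzyme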
#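 medium = Bis-Tris buffer pH 6.0, 2.5 mM DTT, 0.005% Tween 20 | test system = STEP (striatal-enriched tyrosine phosphatase) enzyme, cell-free | measure = normalized % inhibition | compound dosing = 20 µM, 1% DMSO | also added = 25 µM OMFP | schedule = reaction 20 min, ambient temperature | measured by = fluorescence read at 480 nm ex / 540 nm em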
# SKN-1 inh: C. elegans SKN-1 inhibition; C. elegans VP596 Pgst-4::GFP/RFP ratio, acrylamide-induced, 24 h; inhibition, % at 21.8 µM; 360,000 compounds, 0.49% hits;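 active = interference check ratio from 0.5 to 1.5 plus GFP to RFP signal ratio inhibition reaching or exceeding a fixed threshold, cut at about 30% in these data, passing the limit was not always enough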; also: some compounds called inactive have numbers as strong as hits
# The depositor's hits bear a star; i = inactive; . = no result given; + = active, no number; & = joins results of further samples. These rows are one share of the data, so the mix of outcomes need not match the whole.
SMILES,DNMT1 block,MT1-MMP act inh,SUMO1 PPI mod,NadD block,Scp1 inh,NRP1-CendR mod,LMPTP inh,Rpn11 block,STEP block,SKN-1 inh
Cc1nc2ccccc2c(=O)n1-c1cc([N+](=O)[O-])cc([N+](=O)[O-])c1,-2,5,-26,1,-7,1,-0.8,i,1,0
Cc1c(N=Nc2c(O)n(C)c(=O)n(C)c2=O)c(=O)n(-c2ccccc2)n1C,3,-3,-13,-5,-4,-5,-0.8,i,-1,7
COC(=O)c1cc2c(s1)=NC=NP=2(N1CCOCC1)N1CCOCC1,1&-8,0&-3,2&2,-2&-2,-8&-5,5&3,-2.8&-0.5,i,-2&3,-7&3
O=S(=O)(NC1CN2CCC1CC2)c1ccc(Cl)cc1 (stereo not given),-2,-1,3,-5,-3,-3,-0.7,i,-4,3
CCOC(C(=O)OCCCN(CC)CC)(c1ccccc1)c1ccccc1,3,-6,6,-7,-9,-8,-1.0,i,1,-12
CN1C(=O)C(Cc2cccs2)C(=O)N(C)C1=O,0,14,2,1,0,6,0.1,i,-1,6
COc1cc(/C=N/NP(=S)(c2ccccc2)c2ccccc2)ccc1O,-12,0,1,-4,-13,2,0.7,i,-1,17
O=C(Nc1ccccc1F)OC1CN2CCC1CC2 (stereo not given),-3,1,6,4,-20,0,-0.6,i,-1,17
Cc1ccccc1-n1c(-c2ccc([N+](=O)[O-])cc2)nc2ccccc2c1=O,-4,-2,-27,9,-11,6,0.6,i,0,8
C[C@@H]1O[C@@H](O[C@H]2C[C@@H](O)[C@]3(CO)[C@H]4[C@H](O)C[C@]5(C)[C@@H](C6COC(=O)C6)CC[C@]5(O)[C@@H]4CC[C@]3(O)C2)[C@H](O)[C@H](O)[C@H]1O (stereo not given in full),1,-33,3,2,-6,-7,-1.8,i,-3,-15

# Gathered by group, the entries above with sulfur
SMILES,DNMT1 block,MT1-MMP act inh,SUMO1 PPI mod,NadD block,Scp1 inh,NRP1-CendR mod,LMPTP inh,Rpn11 block,STEP block,SKN-1 inh
COC(=O)c1cc2c(s1)=NC=NP=2(N1CCOCC1)N1CCOCC1,1&-8,0&-3,2&2,-2&-2,-8&-5,5&3,-2.8&-0.5,i,-2&3,-7&3
O=S(=O)(NC1CN2CCC1CC2)c1ccc(Cl)cc1 (stereo not given),-2,-1,3,-5,-3,-3,-0.7,i,-4,3
CN1C(=O)C(Cc2cccs2)C(=O)N(C)C1=O,0,14,2,1,0,6,0.1,i,-1,6
COc1cc(/C=N/NP(=S)(c2ccccc2)c2ccccc2)ccc1O,-12,0,1,-4,-13,2,0.7,i,-1,17

# Other results:
SMILES,DNMT1 block,MT1-MMP act inh,SUMO1 PPI mod,NadD block,Scp1 inh,NRP1-CendR mod,LMPTP inh,Rpn11 block,STEP block,SKN-1 inh
CCc1cc2c(s1)N(CC(=O)OC)C(=O)CN=C2c1ccccc1OC,-3,2,1,-4,-9,2,-1.0,i,-1,4
COC(=O)c1ccc(-n2c(C)nc3ccccc3c2=O)cc1,4,4,-5,5,-17,1,-0.8,i,-2,-21
Cc1cccc(-n2c(O)c(C=NC34CN5CN(CN(C5)C3)C4)c(=O)[nH]c2=O)c1,-1,1,-5,-2,-7,7,-0.5,i,2,8
CC(NCc1ccc(Cl)cc1)C(O)c1ccccc1 (stereo not given),0,8,1,-5,-3,-3,-0.8,i,-2,2
CCCC(C)n1[nH]c(=O)c2c1NC(=O)CSC2c1ccc(OC)cc1 (stereo not given),-3,3,2,2,-2,3,-1.8,i,-2,-10
CCOC(=O)[C@]12Cc3cc4c(cc3[C@H]1N(Cc1ccccc1)C(=O)c1ccccc12)OCO4,-7,-11,3,-6,-6,12,0.9,i,5,18
Clc1ccc(C2N3CCCN23)c(Cl)c1 (stereo not given),2,8,-1,5,-2,-3,-2.2,i,1,20
O=C1c2cccc(N3CCNCC3)c2C2CCCCN12 (stereo not given),-8,-5,2,-4,.,21*,-1.2,i,3,19
O=C(c1cccc2ccccc12)C1CCCN(C2CCC2)C1 (stereo not given),3,-6,-8,1,50,17,3.9,i,0,-5
Cc1ccc(N(C)C(=O)Oc2ccc(C(=O)c3ccc(Cl)cc3)cc2)cc1,-2,-1,-2,5,-12,2,1.4,i,2,-8
O=C1NC(=O)C2(Cc3ccccc3N3CCCC32)C(=O)N1c1cccc(Cl)c1 (stereo not given),7,-7,3,-1,-11,9,-0.1,i,2,-21
CN1CCC(N2CC3CC(C2)c2cccc(=O)n2C3)CC1 (stereo not given),-16,-2,-3,5,-2,-7,-7.9,i,-4,11
CCn1c(O)c(C=Nc2ccc(S(N)(=O)=O)cc2)c(=O)n(CC)c1=S,-4,22,-9,1,-6,-16,-1.0,.,-3,4
CN(C)c1ccc(/C=C/C=C2/C(=O)NC(=O)N(c3ccccc3)C2=O)cc1,16,8,2,24,28,-123,21,+,10,61
Cn1cc(C(=O)OCC(=O)NC2CCCCC2)c2ccccc21,-1,3,-2,8,-1,10,-0.2,i,-3,21
CCn1cc(C(=O)N2CCC3(CC2)OCCO3)c(=O)c2cc(S(=O)(=O)N3CCCC3)ccc21,3,0,0,2,0,3,-0.5,i,0,7
O=C(O)c1ccc(Cl)nc1,-3,0,0,-1,-7,15,0.0,i,-1,7
CCOP(=O)(OCC)C(O)c1ccc2c(c1)OCO2 (stereo not given),1,-1,-4,-1,1,4,-3.1,i,3,7
CCOC(=O)c1ccc(N=Cc2c(O)n(-c3ccc(OC)cc3)c(=S)[nH]c2=O)cc1,0,29,-1,8,-3,-5,1.4,i,1,16
CC(=O)Nc1ccccc1C(=O)C(=O)Nc1cccc(C(=O)N2CCC3(CC2)OCCO3)c1,19,3,2,3,-7,-4,-0.1,i,0,2
O=C1NC(=O)N(c2ccc(F)cc2)C(=O)/C1=C/c1ccc2c(c1)CCCN2Cc1ccccc1,6,2,5,30,-6,-142,3.9,.,-7,11
COc1ccc(-n2c(-c3ccco3)nc3ccccc3c2=O)cc1,3,-1,-5,-9,-1,5,0.3,i,1,12
CC12CC[C@H]3[C@@H](CCC4(O)C[C@H](O)CCC34/C=N/NC(=O)c3ccccc3F)C1(O)CCC2C1=CC(=O)OC1 (stereo not given in full),1,-1,3,-1,-11,6,-1.5,i,0,8
O=C1NCN(c2ccccc2)C12CCN(C(c1cccc3ccccc13)c1nnnn1-c1ccc3c(c1)OCCO3)CC2 (stereo not given),-15,5,1,31*,.,11,1.1,i,-1,10
Cc1c(NC(NC(=O)CF)C(Cl)(Cl)Cl)c(=O)n(-c2ccccc2)n1C (stereo not given),0,7,4,0,5,16,0.3,i,-5,-8
COc1ccc(C(=O)CC(c2ccc(OC)c(OC)c2)c2c(O)c3ccccc3oc2=O)cc1OC (stereo not given),8,-3,7,-6,.,-8,-2.1,i,-1,2
COC(=O)C1=COC(C)C2CN3CCC4(C(=O)Nc5ccccc54)C3CC12 (stereo not given),-4,7,4,1,-1,-2,0.5,i,-2,6
O=C(c1cc(=O)[nH]c2ccc(Br)cc12)N1CCC2(CC1)OCCO2,3,4,-2,-5,1,3,-2.6,i,-2,-6
CC1CCCCC1NC(=O)CNC(=S)N1CC2CC(C1)c1cccc(=O)n1C2 (stereo not given),2,-1,-2,-2,-5,8,0.7,i,2,13
CC1CCCN(c2ccc(C(=O)N3CCC4(CC3)OCCO4)cc2[N+](=O)[O-])C1 (stereo not given),1,-9,-25,2,-9,9,0.9,i,3,-2
O=c1cccc2n1CC1CC2CN(c2ncnc3c2cnn3-c2ccc(Cl)cc2)C1 (stereo not given),0,5,2,1,-8,8,-0.3,i,2,29
CN1CCN(c2cccc3c2C(=O)c2ccccc2C3=O)CC1,9,-12,-25,-2,-1,9,1.1,i,3,5
CN1CC2([N+](=O)[O-])CC=C(Cl)C([N+](=O)[O-])(C1)C2 (stereo not given),0,2,0,1,-5,-1,-1.3,i,11,-4
Clc1cccc(C2NCc3ccccc3-n3cccc32)c1 (stereo not given),5,3,1,-2,-1,-12,-1.8,i,13,-3
Cc1cccc(C(O)(C(=O)NNC(=O)CN2CCN(C)CC2)c2cccc(C)c2)c1,-2,3,0,-3,-2,-8,-3.4,i,-2,-4
COC(=O)c1ccc(COc2cc(C)cc3oc(=O)c4c(c23)CCCC4)o1,1,5,1,3,-8,-8,4.1,i,5,18
CN1C(=O)/C(=C\N2CCc3ccccc32)C(=O)NC1=S,-10,6,1,10,-3,1,-0.6,i,0,7
CN(C)C(CNC(=O)Cc1ccc(Br)cc1)c1ccccc1 (stereo not given),2,0,3,-9,-2,1,-0.8,i,1,3
CC1CCC(NC(=O)CNC(=S)N2CC3CC(C2)c2cccc(=O)n2C3)CC1 (stereo not given),4,-2,1,1,-3,0,0.5,i,7,-7
O=C1NC(=S)NC(=O)C1Cc1ccccc1O,1,0,-4,-3,-2,-10,-1.4,i,2,-8
O=C1CC(c2ccccc2)CC(O)=C1C=NCCN1CCN(C(=O)Cc2ccccc2)CC1 (stereo not given),1,4,-1,0,2,1,-2.4,i,0,-14
Cc1ccc(OC(=O)N(C)C[C@@H]2OCc3cnnn3CCCC(=O)N([C@@H](C)CO)C[C@@H]2C)cc1,4,2,1,1,.,-13,-0.1,i,0,-26
CCc1c(C)nc(N)nc1N1N=C1SCC(N)=O,-1,0,-1,-4,-5,0,-2.0,i,-1,-11
O=C(O)c1ccc(-n2c(O)c(/C=C3\C=Nc4ccccc43)c(=O)[nH]c2=O)cc1,-13,-6,-8,-6,-2,-42,1.2,i,18,49
Cc1cc(NCCN)nc2ccccc12,-1,6,-1,-7,-7,-1,-5.5,i,1,-24
Cc1ccccc1C(=O)NC(Oc1ccccc1)C(Cl)(Cl)Cl (stereo not given),1,3,-2,-6,-8,0,-0.5,i,-19,2
NCCc1c[nH]c2ccccc12,-49,0,-4,9,12,-14,-0.7,i,1,7
COc1ccc(C(=O)C2CCCN(Cc3ccon3)C2)cc1OC (stereo not given),6,-7,-1,-1,5,1,-2.4,i,-3,9
Cc1nn(CC(=O)N2CCC3(CC2)OCCO3)c(=O)c2cc3ccccc3n12,2,-1,-17,2,-3,8,0.6,i,0,21
CCN(C(=O)COC(=O)C(O)(c1ccccc1)c1ccccc1)c1c(N)n(Cc2ccccc2)c(=O)[nH]c1=O,2,1,5,1,-5,-3,-0.9,i,-1,16
Cc1cc(Cl)ccc1OCCCC(=O)NCc1cccs1,-4,4,-4,-4,-5,8,-0.4,i,-8,0

# Bioassay records as filed in PubChem.
